Source: PubChem BioAssay (several laboratories)
CRFBP-R2 block – antagonists of CRF-BP/CRF-R2 complex, primary screen, cell-based, HEK293, calcium dye fluorescence, uHTS; CRF-induced calcium fluorescence; inhibition, % at 11.8 µM; actives 0.59% (n = 350,000);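 active = inhibition of the ligand-induced calcium signal above about 50% at the single tested concentration, limit read from the data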
TAAR1 antagonist – human TAAR1 antagonists, primary screen, Fluo-8 calcium fluorescence, CHO RD-HGA16 cells; Trace amine-associated receptor 1 (Homo sapiens), Q96RJ0; antagonist; inhibition, % at 3 µM; actives 1.5% (n = 360,000);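 active = inhibition above a per-plate cutoff, the mean inhibition of test compounds on that plate plus 3 SD, cut at about 49% in these data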;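 note: 0% = DMSO plus EC80 beta-PEA response and 100% = DMSO alone without agonist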
Target sequence (Q96RJ0 whole entry, looked up): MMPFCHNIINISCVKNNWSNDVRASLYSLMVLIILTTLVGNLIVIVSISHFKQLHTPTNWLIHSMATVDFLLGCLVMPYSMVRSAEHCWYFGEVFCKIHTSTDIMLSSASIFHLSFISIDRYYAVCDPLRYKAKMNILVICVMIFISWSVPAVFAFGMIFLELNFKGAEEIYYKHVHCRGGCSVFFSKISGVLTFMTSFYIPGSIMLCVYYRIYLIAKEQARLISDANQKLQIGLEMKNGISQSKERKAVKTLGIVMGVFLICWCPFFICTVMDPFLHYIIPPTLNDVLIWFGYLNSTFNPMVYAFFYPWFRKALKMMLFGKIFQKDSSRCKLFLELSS
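test system = CHO RD-HGA16 cells bearing hTAAR1 | replication = singlicate | controls = DMSO-only wells and EC80 β-PEA-stimulated wells | reagent = EC80 β-phenethylamine stimulus | read-out basis = percent inhibition of PEA-evoked calcium signal, max/basal emission ratio | schedule = seeding 17-24 h prior, 75-min 37 °C, 30-min RT dye loading | signal = kinetic Fluo-8 calcium fluorescence measurement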
TAAR1 agonist – human TAAR1 agonists, primary screen, Fluo-8 calcium fluorescence, CHO RD-HGA16 cells. activation, % at 3 µM. Trace amine-associated receptor 1 (Homo sapiens), Q96RJ0. actives 0.99% (n = 360,000). vehicle wells 0%, saturating PEA agonist 100%;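 active = activation above the mean activation of all test compounds in the run plus 3 SD, cut at about 38% in these data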
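Assay system: CHO-derived RD-HGA16 cells with stable Gα16 and human TAAR1; timing: 17-24 h seeding, 75 min 37 °C dye, 30 min RT; read-out: % activation from peak over basal fluorescence ratio, DMSO-to-PEA scaled; measured by: kinetic Fluo-8 calcium fluorescence; benchmarks: low control DMSO, high control PEA (EC100); doses: 3 µM single concentration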
CHRM5 PAM – human M5 muscarinic receptor positive allosteric modulators, primary screen, CHO-K1 cells, Fluo-8 calcium fluorescence | CHO-K1 hM5, ACh EC20 PAM; 0% = ACh EC20, 100% = ACh EC100 | actives 0.3% (n = 360,000) | Muscarinic acetylcholine receptor M5 (Homo sapiens), P08912 | activation, % at 3 µM;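 active = activation above the run cutoff, the mean activation of all test compounds plus 3 SD, cut at about 18% in these data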
Target sequence (P08912 whole entry, looked up): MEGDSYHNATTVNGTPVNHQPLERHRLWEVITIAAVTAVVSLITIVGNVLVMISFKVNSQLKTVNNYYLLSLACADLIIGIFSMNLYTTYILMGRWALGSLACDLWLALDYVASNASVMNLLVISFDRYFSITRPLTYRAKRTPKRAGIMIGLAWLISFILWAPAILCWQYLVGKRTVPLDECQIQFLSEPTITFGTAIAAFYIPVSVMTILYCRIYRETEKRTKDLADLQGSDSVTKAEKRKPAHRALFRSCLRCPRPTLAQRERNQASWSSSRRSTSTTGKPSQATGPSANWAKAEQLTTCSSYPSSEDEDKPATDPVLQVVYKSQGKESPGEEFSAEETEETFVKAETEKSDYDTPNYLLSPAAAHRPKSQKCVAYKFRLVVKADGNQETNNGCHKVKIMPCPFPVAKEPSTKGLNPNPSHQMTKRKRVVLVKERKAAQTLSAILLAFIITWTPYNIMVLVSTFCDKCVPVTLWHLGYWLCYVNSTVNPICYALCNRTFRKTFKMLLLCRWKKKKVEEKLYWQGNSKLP
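System: CHO-K1 cell line with stable human muscarinic M5 receptor expression | Also added: EC20 acetylcholine as agonist stimulus | Compound: One concentration, 3 µM final (nominal) | Timing: Fluo-8 loading 80 min at 37 °C plus 30 min room temperature | Measured by: Fluo-8 calcium dye fluorescence, kinetic read | Read-out basis: % activation, ACh-normalized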
CHO-K1 Ca PAM – nonselective calcium activators in parental CHO-K1 cells, primary screen, counter-screen for M1 PAM project, cell-based, Fluo-8 calcium fluorescence, full deck, 1536-well; actives 0.02% (n = 360,000); ATP EC20; 0% at ATP EC20, 100% at ATP max; activation, % at 3 µM;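 active = activation above the run cutoff, the mean activation of all test compounds plus 3 SD, cut at about 40% in these data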;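 note: peak over basal fluorescence ratio in a 140 s read after ATP addition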
CHRM5 agonist – human M5 muscarinic receptor agonists, primary screen, CHO-K1 cells, Fluo-8 calcium fluorescence | CHO-K1 hM5 cells; 0% DMSO wells, 100% maximal acetylcholine response | activation, % at 3 µM | Muscarinic acetylcholine receptor M5 (Homo sapiens), P08912 | actives 0.19% (n = 360,000);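 active = activation above the run's mean over test compounds plus 3 SD, cut at about 23% in these data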;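 note: signal is peak over basal fluorescence ratio across the kinetic read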
CHRM4 PAM – human M4 muscarinic receptor positive allosteric modulators, primary screen, CHO-K1 cells, Fluo-8 calcium fluorescence | Muscarinic acetylcholine receptor M4 (Homo sapiens), P08173 | activation, % at 3 µM | AID 624126, 2012 | CHO-K1 hM4/Gqi5, ACh EC20; 0% = ACh EC20, 100% = maximal ACh | actives 0.4% (n = 360,000);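 active = activation above its plate's cutoff, the mean activation of sample wells plus 3 SD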; note: some results filed as inactive read as strong as hits
M5 antag – human M5 muscarinic receptor antagonists, primary screen, CHO cells, Fluo-8 calcium fluorescence; inhibition, % at 3 µM; Muscarinic acetylcholine receptor M5 (Homo sapiens), P08912; CHO-hM5 cells, ACh EC80; actives 0.59% (n = 360,000);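 active = inhibition above a per-plate cutoff, the mean of that plate's test compounds plus 3 SD, cut at about 27% in these data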;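 note: 0% = acetylcholine EC80 with DMSO and 100% = DMSO without agonist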
CRFBP-R2 agonist – agonists of CRF-BP/CRF-R2 complex, primary screen, cell-based, HEK293, calcium dye fluorescence, uHTS; CRF-binding protein / CRF receptor 2 complex (human); calcium dye fluorescence (FLIPR); percent of saturating CRF peptide response; activation, % at 13.2 µM; actives 0.46% (n = 350,000);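 active = activation of at least 50%, plus an integration ratio under a set limit after plate pattern correction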;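 note: plate controls were neutral control wells without compound for no effect and CRF at EC100 for full effect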
* marks the source's active call; other numbers are inactive results; · = not tested or not shown.

Assay codes: A = CRFBP-R2 block; B = TAAR1 antagonist; C = TAAR1 agonist; D = CHRM5 PAM; E = CHO-K1 Ca PAM; F = CHRM5 agonist; G = CHRM4 PAM; H = M5 antag; I = CRFBP-R2 agonist
1. O=C(O)Cn1cc(/C=C2\C(=O)NC(=O)N(c3ccc(Cl)cc3)C2=O)c2ccccc21
  A: 2; B: -4; C: 0; D: 3; E: 0; F: -1; G: 5; H: 3; I: 9.6
2. Cc1cc(OC(C)C(=O)NCC(O)c2ccccc2)c2c3c(c(=O)oc2c1)CCC3 (configuration not stated)
  A: -5; B: 8; C: -1; D: 5; E: 2; F: -3; G: 2; H: -3; I: -3.8
3. COc1ccc(CNCCc2c[nH]c3ccccc23)cc1OC
  A: -11; B: 13; C: 1; D: -9; E: 2; F: 0; G: -1; H: 10; I: 0.5
4. Cc1ccc(C)c(NC(=O)CCNC(=O)N2C[C@H]3C[C@@H](C2)c2cccc(=O)n2C3)c1
  A: -1; B: 2; C: 0; D: 1; E: 4; F: 0; G: 10; H: 8; I: 0.1
5. COC(=O)C1=C(c2ccc(-c3ccccc3)c(F)c2)C[C@@H]2CC[C@H]1N2C(=O)NCCO
  A: 12; B: 2; C: 5; D: 6; E: 6; F: -4; G: 3; H: 0; I: -0.7
6. CC1CC(C)CN(CC(=O)c2ccc(OC(F)F)cc2)C1 (configuration not stated)
  A: 5; B: -31; C: 42*; D: 3; E: 23; F: -3; G: -1; H: -3; I: -0.6
7. CCc1c(C(=O)NN2C(=O)C3C4CCC(O4)C3C2=O)csc1C (configuration not stated)
  A: -7; B: -6; C: 7; D: 0; E: 13; F: -3; G: 19; H: 1; I: -2.6
8. CNC(C(=O)c1ccccc1)C(OC)c1ccccc1 (configuration not stated)
  A: 5; B: -12; C: 5; D: 6; E: 6; F: -5; G: -3; H: -1; I: -1.3
9. COc1ccc2[nH]c3c(c2c1)CCNC3
  A: 2; B: -14; C: 44*; D: 1; E: -7; F: 1; G: -5; H: -4; I: -1.2
10. CCn1c(C)c(C(=O)O)c2cc(OC)ccc21
  A: 21; B: -6; C: 0; D: 0; E: 2; F: -4; G: -2; H: -7; I: -1.1
11. C=C1C(=O)OC2CC3(C)OC3CCC(C)=CC(OC(C)=O)C12 (configuration not stated)
  A: -19; B: -5; C: 4; D: -6; E: 27; F: -3; G: 3; H: 1; I: 4.1
12. CC(C)(CN)CC(=O)O
  A: -11; B: -6; C: 1; D: 1; E: -18; F: 0; G: 13; H: -3; I: -0.8
13. CCOC(=O)c1cc2ccccc2n1C1CCN(Cc2ccccc2)CC1
  A: ·; B: -32; C: 2; D: -2; E: 13; F: -2; G: 2; H: -1; I: ·
14. COc1cccc(Oc2c(C)oc3cc(OC(=O)N(C)C)ccc3c2=O)c1
  A: -2; B: -15; C: 4; D: 5; E: 3; F: 0; G: -4; H: -5; I: -3.8
15. CCOc1cccc(CNCCc2c(C)[nH]c3ccc(OC(F)(F)F)cc23)c1O
  A: -33; B: 49*; C: 55*; D: -15; E: -25; F: 24*; G: -12; H: 42*; I: 1.9
16. COc1ccc(CCNCC2CCCO2)cc1 (configuration not stated)
  A: 4; B: -2; C: 0; D: 5; E: 6; F: 0; G: -2; H: -4; I: 0.2
17. Cc1cc(C)cc(N2C(=O)NC(=O)/C(=C\c3cccn3-c3ccc(Cl)cc3)C2=O)c1
  A: 14; B: 32; C: 51*; D: 3; E: 12; F: 1; G: -6; H: -3; I: 12
18. O=C1NC(=O)C(=Cc2ccsc2)C(=O)N1
  A: -15; B: -1; C: -1; D: -12; E: 3; F: -2; G: 1; H: 14; I: 1.4
19. CC(=O)O[C@H]1CC[C@@]2(C)C(=CC[C@@H]3[C@@H]2CC[C@]2(C)C(=O)CC[C@@H]32)C1
  A: 19; B: ·; C: ·; D: 7; E: 4; F: -1; G: -2; H: -7; I: 1.3
20. CCOC(=O)[C@]12Cc3cc(OC)ccc3[C@H]1N(C)C(=O)c1cc(OC)ccc12
  A: ·; B: 1; C: 3; D: 0; E: 23; F: 0; G: 0; H: 5; I: ·

Exported with values under each structure: part of the list above.
Order of values: CRFBP-R2 block, TAAR1 antagonist, TAAR1 agonist, CHRM5 PAM, CHO-K1 Ca PAM, CHRM5 agonist, CHRM4 PAM, M5 antag, CRFBP-R2 agonist
1) O=C(O)Cn1cc(/C=C2\C(=O)NC(=O)N(c3ccc(Cl)cc3)C2=O)c2ccccc21
→ 2, -4, 0, 3, 0, -1, 5, 3, 9.6
2) Cc1cc(OC(C)C(=O)NCC(O)c2ccccc2)c2c3c(c(=O)oc2c1)CCC3 (configuration not stated)
→ -5, 8, -1, 5, 2, -3, 2, -3, -3.8
3) COc1ccc(CNCCc2c[nH]c3ccccc23)cc1OC
→ -11, 13, 1, -9, 2, 0, -1, 10, 0.5
4) Cc1ccc(C)c(NC(=O)CCNC(=O)N2C[C@H]3C[C@@H](C2)c2cccc(=O)n2C3)c1
→ -1, 2, 0, 1, 4, 0, 10, 8, 0.1
5) COC(=O)C1=C(c2ccc(-c3ccccc3)c(F)c2)C[C@@H]2CC[C@H]1N2C(=O)NCCO
→ 12, 2, 5, 6, 6, -4, 3, 0, -0.7
6) CC1CC(C)CN(CC(=O)c2ccc(OC(F)F)cc2)C1 (configuration not stated)
→ 5, -31, 42*, 3, 23, -3, -1, -3, -0.6
7) CCc1c(C(=O)NN2C(=O)C3C4CCC(O4)C3C2=O)csc1C (configuration not stated)
→ -7, -6, 7, 0, 13, -3, 19, 1, -2.6
8) CNC(C(=O)c1ccccc1)C(OC)c1ccccc1 (configuration not stated)
→ 5, -12, 5, 6, 6, -5, -3, -1, -1.3
9) COc1ccc2[nH]c3c(c2c1)CCNC3
→ 2, -14, 44*, 1, -7, 1, -5, -4, -1.2
10) CCn1c(C)c(C(=O)O)c2cc(OC)ccc21
→ 21, -6, 0, 0, 2, -4, -2, -7, -1.1
11) C=C1C(=O)OC2CC3(C)OC3CCC(C)=CC(OC(C)=O)C12 (configuration not stated)
→ -19, -5, 4, -6, 27, -3, 3, 1, 4.1

(listing goes on)
Assay codes: A = CRFBP-R2 block; B = TAAR1 antagonist; C = TAAR1 agonist; D = CHRM5 PAM; E = CHO-K1 Ca PAM; F = CHRM5 agonist; G = CHRM4 PAM; H = M5 antag; I = CRFBP-R2 agonist
21. COc1cc(CN2CCN(c3cc(C)ccc3C)CC2)ccc1O
  A: -27; B: 5; C: 5; D: -20; E: 19; F: -4; G: 3; H: 5; I: -5.4
22. COc1c(C)cc(C(=O)C2CCCN(Cc3cnc(C)s3)C2)cc1C (configuration not stated)
  A: -1; B: 5; C: -1; D: -15; E: -4; F: -10; G: -8; H: 7; I: 2.6
23. O=C1NC(=O)C(=Cc2ccc3ccccc3c2)C(=O)N1
  A: -9; B: -8; C: 2; D: -1; E: -13; F: -2; G: 0; H: 7; I: 0.1
24. BrCC(Br)(Br)Br
  A: -9; B: -14; C: 3; D: 3; E: 0; F: 1; G: 5; H: -1; I: -2.2
25. CC1c2ccccc2-n2nncc2CN1CC1CCCCC1 (configuration not stated)
  A: -25; B: -5; C: 0; D: 8; E: -3; F: -1; G: -7; H: -3; I: -0.8
26. COCCCNC(=O)c1c(NC(=O)c2ccccc2Cl)n(Cc2ccccc2)c2nc3ccccc3nc12
  A: -15; B: -6; C: 3; D: -1; E: 11; F: -3; G: 7; H: 1; I: 16
27. OC1C2CN3CN(C2)CC1(c1ccccc1)C3 (configuration not stated)
  A: 10; B: -7; C: 4; D: 5; E: -15; F: -13; G: -6; H: -2; I: -1.6

This is a subset; rates above refer to the full screens.
